HT1080 IDH1KD tx = qHTS for induction of synthetic lethality in tumor cells producing 2HG: qHTS for the HT-1080-IDH1KD cell line. Potency, µM (titrated, usually from 46.1 µM), for the others: top-dose activity, negative = toxicity, most hits filed as cytotoxic. HT-1080 IDH1 knockdown viability, ATP luminescence, 48 h. hit rate 2% among 360,000. AID 686971, 2013;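 further: 0% = DMSO wells and -100% = cell-free medium wells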
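Cytotoxicity counter-line: IDH1KD HT-1080, 48 h, CellTiter-Glo. Curves classed by r2, magnitude and activity.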
SW480 rereplic = A quantitative high throughput screen for small molecules that induce DNA re-replication in SW480 colon adenocarcinoma cells | SW480 DNA re-replication, Hoechst DNA content imaging, 48 h | Potency, µM (series often up to 46.1 µM), without a hit: at the top dose re-replication activation, usual class: activators | hit rate 1.8% among 340,000 | AID 624297, 2012; further: % of control where 0% means no effect; nearly all actives have a fitted effect of over 55% in size
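DNA re-replication was detected as more nuclei of elevated Hoechst intensity after 48 hr exposure to compound (23 nL pinned per well of 250 cells).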
TDP-43 yeast inh = qHTS of TDP-43 Inhibitors; TDP-43 expressing yeast growth rescue, BacTiter-Glo, 24 h; Potency, µM (doses to about 46.1 µM), for inactives: top-dose growth rescue (activation), hits mostly activators; hit rate 1.8% among 410,000; AID 652104, 2013; further: % of control where 0% means no effect; nearly all actives have a fitted effect of over 50% in size
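In this qHTS, compounds that restore growth of yeast expressing TDP-43 appear as activators. Cells (OD600=0.02, galactose medium, raffinose-pregrown) are incubated with compound 24 hr at 30 deg C and growth is quantified by BacTiter-Glo.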
GLP-1R agonist = qHTS of GLP-1 Receptor Agonists; Glucagon-like peptide 1 receptor (Homo sapiens), P43220; HEK293 GLP-1R CRE-luciferase, luminescence, 4-6 h; cells express a hypersensitive GLP-1R form; Potency, µM (highest dose often 45.6 µM), without a hit: top-dose activation, hits mostly activators; hit rate 0.007% among 380,000; AID 624172, 2012; further: % of control where 0% means no effect
Target sequence (P43220 whole entry, looked up): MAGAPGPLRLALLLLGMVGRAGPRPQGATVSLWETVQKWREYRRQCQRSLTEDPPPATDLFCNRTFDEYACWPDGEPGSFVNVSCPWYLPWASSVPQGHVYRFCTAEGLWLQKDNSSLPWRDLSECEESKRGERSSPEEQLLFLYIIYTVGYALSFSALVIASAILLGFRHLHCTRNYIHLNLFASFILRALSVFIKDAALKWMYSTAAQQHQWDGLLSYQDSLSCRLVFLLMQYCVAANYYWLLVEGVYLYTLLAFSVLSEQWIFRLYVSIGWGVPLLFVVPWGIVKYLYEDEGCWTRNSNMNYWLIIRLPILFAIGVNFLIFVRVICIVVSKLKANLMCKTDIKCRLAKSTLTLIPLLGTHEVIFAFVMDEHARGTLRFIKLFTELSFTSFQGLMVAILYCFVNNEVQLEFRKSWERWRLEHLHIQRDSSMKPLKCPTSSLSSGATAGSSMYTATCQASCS
KB-3-1 tox = qHTS assay for MDR1-selective chemotherapeutics: Primary screen using the parental adenocarcinoma cell KB-3-1; AID 1347075, 2019; hit rate 1.4% among 400,000; KB-3-1 viability, CellTiter-Glo ATP luminescence, 72 h; Potency, µM (highest dose often 46.1 µM), for inactives: top-dose activity change, negative = cytotoxic, most hits filed as cytotoxic; further: on the % scale 0 is the no-effect control and ±100 the full control effect; nearly all actives have a fitted effect of over 60% in size
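Cytotoxicity measured as CellTiter-Glo luminescence after 72 h at 37 C. Compound titrations were pinned onto drug-naive KB-3-1 parental adenocarcinoma cells grown in DMEM with 10% FBS, and normalized data fitted to concentration-response curves.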
KB-V1 cytotox = qHTS assay for MDR1-selective chemotherapeutics: Primary screen using the drug-selected MDR subline cells KB-V1 | KB-V1 MDR cells viability, CellTiter-Glo, 72 h | Potency, µM (top dose mostly 46.1 µM), for inactives: top-dose activity change, negative = cytotoxicity, hits mostly cytotoxic | hit rate 3.4% among 400,000; further: on the % scale 0 is the no-effect control and ±100 the full control effect; nearly all actives have a fitted effect of over 60% in size
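Compound-treated KB-V1 multidrug-resistant cells, 72 h, 37 degrees C; viability by CellTiter-Glo. Fitted qHTS curves give the values.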
HT1080-NT tox = qHTS for induction of synthetic lethality in tumor cells producing 2HG: qHTS for the HT-1080-NT fibrosarcoma cell line | HT-1080-NT fibrosarcoma viability, CellTiter-Glo ATP luminescence, 48 h | Potency, µM (top dose mostly 46.1 µM), for inactives: at the top dose activity, negative = less viability, usual class: cytotoxic | hit rate 1.6% among 360,000;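 further: NT is the 2HG producing partner of a matched IDH1 knockdown line; 0% = DMSO-treated cells and -100% = media-only wells without cells; nearly all actives have a fitted effect of over 55% in size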
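Luminescent CellTiter-Glo readout after 48 hours of compound exposure at 37 degrees C defined viability of HT-1080-NT cells. Activity was normalized to DMSO wells and cell-free media wells; concentration-response curves were fitted and assigned curve classes.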
HEK293 tox = qHTS of GLP-1 Receptor Inverse Agonists: Cytotox Screen; HEK293 cAMP-luciferase reporter cells, luminescence, 24 h; Potency, µM (series often up to 38.3 µM), for inactives: at the highest dose activity change, negative = inhibition, actives largely listed as inhibitors; hit rate 0.13% among 410,000;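 further: loss of luciferase light is scored as toxicity; on the % scale 0 is the no-effect control and ±100 the full control effect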
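Step one: seed cells (200 cells/uL, DMEM with 10% Nu serum, 1% pen-strep). Step two: 12-hour incubation at 37 deg C. Step three: pin 23 nL compound, incubate 24 hr. Step four: add luciferase reagent, read luminescence 12 min later.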
GLP1R inv ag = qHTS of GLP-1 Receptor Inverse Agonists (Inhibition Mode). Glucagon-like peptide 1 receptor (Homo sapiens), P43220. HEK293 GLP-1R CRE-luciferase, luminescence, 24 h; GLP-1R form is constitutively active. Potency, µM (titrated, usually from 38.3 µM), for the others: at the highest dose activity change, negative = inhibition, actives largely listed as inhibitors. hit rate 1.6% among 410,000. AID 624417, 2012; further: on the % scale 0 is the no-effect control and ±100 the full control effect; nearly all actives have a fitted effect of over 55% in size
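Assay principle: reduced luminescence from a cAMP-responsive reporter in HEK293 cells co-expressing a constitutively active GLP-1R. Conditions: 24 hr compound incubation, 37 deg C, 5% CO2.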
Starred values were filed as active, the others as inactive; u = inconclusive; x = no result given; & = joins results of further samples; [ ] = remark or other dose. The call rests on the fitted dose curve; in most records, active means well fitted curve in the direction sought with a large enough effect; inconclusive means small, poorly fitted or top-dose-only effect, or another doubt; inactive means no such curve, though single readings can be large; an effect the other way counts as inactive or inconclusive. Potency means the concentration at half of the fitted maximal effect.

mol,HT1080 IDH1KD tx,SW480 rereplic,TDP-43 yeast inh,GLP-1R agonist,KB-3-1 tox,KB-V1 cytotox,HT1080-NT tox,HEK293 tox,GLP1R inv ag
COc1ccc(CCN2CC(C(=O)NCCc3ccccc3C(F)(F)F)CCC2=O)cc1 (configuration not stated),11.0%,-5.0%,11.2%,7.2%,3.5%,u,12.7%,0.0%,u
CCOc1ccc(S(=O)(=O)N(C)c2ccc(OCC(=O)NCC3CCCO3)cc2)cc1 (configuration not stated),6.3%,-1.8%,19.7%[9.22 µM],5.5%,8.7%,u,2.1%,-1.9%,6.2%
CCOc1ccccc1Nc1nc2ccc(C)cc2n2cnnc12,3.1%,-13.0%,19.6%,9.3%,-3.7%,u,0.2%,-7.6%,15.9%
Cc1ccccc1NC(=O)c1sc2nc[nH]c(=O)c2c1C,22.9%,-1.1%,-12.4%,6.1%,6.9%,6.2%,3.7%,2.4%,5.3%
COc1ccc(Cn2cc(S(=O)(=O)c3ccc(Cl)cc3)c(=O)c3cc4c(cc32)OCO4)cc1,x,x,24.4%,x,2.5%,-0.6%,x,0.0%,1.9%
CCCCN1CC[C@H]2C=CC[C@@H](C(=O)NCCc3ccccc3)[C@H]2C1=O,3.3%,-11.6%,18.9%,-0.3%,11.6%&3.0%,u,10.0%,-0.4%,-0.8%
CC1CCCN(C(=O)CN2C(=O)c3ccccc3C2=O)C1 (configuration not stated),-0.9%,-11.9%,15.0%,-7.2%,7.4%,-0.6%,1.2%,6.8%,2.3%
Cc1cc2ncn(S(=O)(=O)c3ccc(F)cc3)c2cc1C,7.4%,2.7%,11.6%,-0.1%,3.8%,-0.6%,12.6%,-9.9%,0.8%
COc1cc(NC(=O)c2cc(C)on2)cc(OC)c1OC,-4.9%,-0.3%,-11.5%,-4.8%,-23.5%,11.6%,-0.1%[9.24 µM],9.7%,0.0%
CC1CN(C(=S)NC(=O)c2ccc(Cl)cc2)CC(C)O1 (configuration not stated),-5.5%,1.4%,0.4%,-1.7%,-0.9%,-1.7%,-9.3%,u,9.9%
COc1cc(CCC(=O)OCC(=O)Nc2ccc(C)cc2Cl)cc(OC)c1OC,1.6%,-19.0%,-6.1%,17.3%,u,u,9.5%,-7.6%,3.2%
CN1CCC(N(C)C(=O)c2ccc(Cl)c(S(=O)(=O)N3CCCCC3)c2)CC1,2.0%,5.5%,9.8%,1.9%,1.2%,-11.1%,0.2%,-1.6%,u
O=C(Nc1ccccc1Oc1ccccc1)C1=COCCO1,-7.6%,-17.2%,13.0%,6.9%,28.5%,-1.1%,0.0%,5.2%,u
N#Cc1ccccc1Sc1ccccc1C(=O)N1CCOCC1,17.4%,-12.9%,-11.2%,-4.9%,4.2%,1.9%,12.8%,-7.8%,-20.2%
CCOc1ccccc1N1CCN(CC(=O)NC(C)c2ccccc2)CC1 (configuration not stated),6.5%,-6.5%,9.4%,12.6%,-1.0%,1.4%,8.4%,-5.4%,-13.5%
S=C(Nc1ccc2[nH]ccc2c1)NC1CCCCC1,-3.7%,0.2%,16.2%,12.1%,-0.6%,-0.8%,-0.9%,-20.7%,u
CC(=O)Nc1ccc(S(=O)(=O)N(Cc2cc3ccc(C)cc3[nH]c2=O)CC2CCCO2)cc1 (configuration not stated),12.7%,-12.3%,7.2%,9.5%,1.8%,10.5%,4.8%,-31.8%,8.7%
CCOc1ccc(OCC)c(S(=O)(=O)NNC(=O)c2c(C)nc3ccccn23)c1,-7.9%,-2.8%,7.7%,0.7%,10.4%,3.5%,-1.4%,20.6%,13.6%
COc1ccc(NC(=O)c2oc3ccccc3c2NC(=O)COc2ccc(C(C)C)cc2)c(OC)c1,x,x,1.2%,0.5%,-4.1%,u,x,-20.4%,-15.9%
C[C@H]1C[C@H]2[C@@H]3CCC4=CC(=O)C=C[C@]4(C)[C@@]3(F)[C@@H](O)C[C@]2(C)[C@@]1(O)C(=O)CO,21.9%,-4.5%&-6.0%,21.2%,-3.4%&-4.6%,0.0%,-3.4%,u,1.1%,-33.9%
COc1cc(/C=N/N(C)c2ccccc2)ccc1O,u,-4.1%,u,10.7%,u,u,-27.4%,23.1%,u
Brc1ccc(CN2CCN(c3ccccc3)CC2)o1,8.6%,0.1%,11.8%,0.0%,18.3%,-21.2%,14.8%,8.7%,-21.9%
CC(=O)c1ccc(S(=O)(=O)N(C)CCCC(=O)N2CCN(c3ncccn3)CC2)cc1,13.2%,-3.7%,0.0%,-1.8%,-0.1%,u,5.7%,1.4%,0.6%
CCCOc1ccc(C(=O)Nc2ccc(S(=O)(=O)N3C[C@@H]4C[C@@H](C3)c3cccc(=O)n3C4)cc2)cc1,u,23.7%,u,-4.1%,u,-3.1%,8.2µM*,-12.0%,u
CC(C)NC(=O)N(Cc1ccc(Cl)cc1)Cc1cccs1,-2.8%,-1.7%,18.8%,16.6%,-2.1%,0.8%,-1.6%,-7.7%,u

Rewritten field by field: part of the list above
CCOc1ccc(S(=O)(=O)N(C)c2ccc(OCC(=O)NCC3CCCO3)cc2)cc1 (configuration not stated)
  HT1080 IDH1KD tx = 6.3% | SW480 rereplic = -1.8% | TDP-43 yeast inh = 19.7%[9.22 µM] | GLP-1R agonist = 5.5% | KB-3-1 tox = 8.7% | KB-V1 cytotox = u | HT1080-NT tox = 2.1% | HEK293 tox = -1.9% | GLP1R inv ag = 6.2%
CCOc1ccccc1Nc1nc2ccc(C)cc2n2cnnc12
  HT1080 IDH1KD tx = 3.1% | SW480 rereplic = -13.0% | TDP-43 yeast inh = 19.6% | GLP-1R agonist = 9.3% | KB-3-1 tox = -3.7% | KB-V1 cytotox = u | HT1080-NT tox = 0.2% | HEK293 tox = -7.6% | GLP1R inv ag = 15.9%
Cc1ccccc1NC(=O)c1sc2nc[nH]c(=O)c2c1C
  HT1080 IDH1KD tx = 22.9% | SW480 rereplic = -1.1% | TDP-43 yeast inh = -12.4% | GLP-1R agonist = 6.1% | KB-3-1 tox = 6.9% | KB-V1 cytotox = 6.2% | HT1080-NT tox = 3.7% | HEK293 tox = 2.4% | GLP1R inv ag = 5.3%
COc1ccc(Cn2cc(S(=O)(=O)c3ccc(Cl)cc3)c(=O)c3cc4c(cc32)OCO4)cc1
  HT1080 IDH1KD tx = x | SW480 rereplic = x | TDP-43 yeast inh = 24.4% | GLP-1R agonist = x | KB-3-1 tox = 2.5% | KB-V1 cytotox = -0.6% | HT1080-NT tox = x | HEK293 tox = 0.0% | GLP1R inv ag = 1.9%

Next section:
mol,HT1080 IDH1KD tx,SW480 rereplic,TDP-43 yeast inh,GLP-1R agonist,KB-3-1 tox,KB-V1 cytotox,HT1080-NT tox,HEK293 tox,GLP1R inv ag
CC[C@@H](NC(=O)[C@@H](Cc1ccccc1)NC(=O)CC[C@H]1O[C@@H](n2ccc(=O)[nH]c2=O)[C@H](O)[C@@H]1O)c1ccccc1,1.7%,x,21.4%,-1.0%,0.1%,24.8%,8.5%,3.9%,26.9%
COc1ccc(C2CC(=O)Oc3cc(C)cc(C)c32)cc1 (configuration not stated),-22.8%,u,21.3%,15.6%,-15.9%,-33.9%,-5.2%,-12.2%,u
Cc1ccccc1OC(=O)c1cccc(S(=O)(=O)N2CCN(C)CC2)c1,-10.3%,4.0%,7.4%,0.9%,-12.0%,-24.1%,-6.5%,0.7%,u
FC(F)(F)c1nnc2n1N=C(c1cccs1)CS2,-8.3%,-2.6%,23.3%,6.8%,u,u,-3.9%,3.8%,45.4%[activator]
O=C(O)/C=C\c1cccc(-n2cnnn2)c1,-0.8%,-5.0%,u,-3.0%,13.9%,17.0%,0.5%,0.1%,18.4%
Cc1cc(C)cc(NC(=O)N2CCCN(Cc3c(F)cccc3Cl)CC2)c1,-0.9%,-3.5%,0.4%,19.8%,0.0%,-2.0%,-3.3%,-6.7%,u
Cc1cc(C)nc(NC(=O)c2ccccc2O)n1,1.4%,-12.6%,21.2%,-5.1%,0.1%,-12.7%,0.9%,1.9%,6.9%
COc1ccc(C)cc1NC(=O)C(NCC(O)c1ccccc1)c1ccccc1 (configuration not stated),0.2%,-27.7%,7.4%,7.0%,1.3%,5.1%,14.4%,-29.1%,u
Cc1ccc(S(=O)(=O)NCCc2cc3ccc(C)cc3[nH]c2=O)cc1,-11.3%,-0.4%,-17.9%,11.2%,-2.5%,-0.1%,3.8%,-21.6%,0.6%
COc1ccc(S(=O)(=O)N(CCc2ccccc2)CC(=O)Nc2cc(C)cc(C)c2)cc1OC,x,x,0.0%,x,1.8%,-29.1%,x,-4.8%,u
Cc1ccc(Cl)cc1N1CCN(C(=O)c2noc(C(C)C)c2[N+](=O)[O-])CC1,u,u,u,-2.5%,-19.1%,u,u,-1.7%,u
CC(=O)N1N=C(N)SC1c1cccc([N+](=O)[O-])c1 (configuration not stated),14.3%,-8.1%,4.4%,-0.3%,-1.3%,24.0%,18.6%,3.3%,6.3%
O=S(=O)(c1ccc(Br)cc1F)N1CCCCC1CCO (configuration not stated),6.3%,-3.1%,13.2%,-2.6%,6.3%,0.0%,12.7%,-1.5%,u
COc1cccc(CCNC(=O)c2cnc3sc(N4CCCCCC4)nn3c2=O)c1,x,x,0.0%,x,6.8%,2.7%,x,0.4%,3.1%
CCc1nc2ccc(C(=O)NCCCn3ccnc3)cn2c1N(CC)CCOC,12.4%,x,u,2.7%,5.6%,-4.8%,22.3%,7.2%,3.0%
COc1cc(C(=O)Nc2ccc(O)cc2C(=O)O)ccc1OC(C)=O,1.0%,-0.2%,-15.5%,-6.1%,-15.5%,u,3.5%,-5.2%,-4.7%
O=C(c1cc2ccccc2o1)N1CCN(c2cccc(C(F)(F)F)c2)CC1,-0.6%,-1.7%,12.7%,-21.5%,-1.5%,-7.2%,4.6%,19.4%,27.4%

Screens as filed in PubChem.
